B2AR arrestin: qHTS assay of beta-arrestin-biased ligands of beta2-adrenergic receptor; beta-arrestin recruitment to beta2AR, cell-based reporter; Beta-2 adrenergic receptor (Homo sapiens), P07550; AID 492947, 2010; 330,000 tested, 0.02% active; Potency, µM (highest dose often 46.1 µM), for inactives: at the highest dose activation, hits mostly activators;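 note: potency is the fitted concentration of half-maximal effect; 0% = DMSO controls and full agonism = EC100 isoproterenol or metaproterenol; nearly all actives have a fitted effect of over 65% in size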
TSG101-PTAP inh: qHTS Assay for Iinhibitors of HIV-1 Budding by Blocking the Interaction of PTAP/TSG101; Fluorescence polarization, FITC-PTAP peptide / Tsg101 binding; Potency, µM (doses to about 115 µM), for inactives: at the top dose activity change, negative = inhibition, hits mostly inhibitors; 340,000 tested, under 10 active; Tumor susceptibility gene 101 protein (Homo sapiens), Q99816; active = well fitted inhibition curve with a large enough effect in the main read-out, with a control signal flat, not every such curve was filed as active; inconclusive = small, poorly fitted or top-dose-only effect, or effect the other way, or a change in a side signal; inactive = no such curve, though single readings can be large or run the other way; note: potency is the fitted concentration of half-maximal effect; % of control where 0% means no effect
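Fluorescence anisotropy tracks displacement of a FITC-tagged PTAP peptide (50 nM) from the Tsg101 binding domain (10 uM), following a 20 min room-temperature incubation at pH 7.5.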
TRPV1 agonist: HTS Assay for Compounds that Act as Agonists of the Vanilloid Receptor 1; TRPV1-expressing cells, Fluo-8 calcium influx, agonist mode; Transient receptor potential cation channel subfamily V member 1 (Homo sapiens), Q8NER1; 320,000 tested, 0.19% active; activation, % at 8.33 µM; in the data active = activation above about 80%; inconclusive = between about 30% and that limit; note: 0% is about no effect
Target sequence (Q8NER1 whole entry, looked up): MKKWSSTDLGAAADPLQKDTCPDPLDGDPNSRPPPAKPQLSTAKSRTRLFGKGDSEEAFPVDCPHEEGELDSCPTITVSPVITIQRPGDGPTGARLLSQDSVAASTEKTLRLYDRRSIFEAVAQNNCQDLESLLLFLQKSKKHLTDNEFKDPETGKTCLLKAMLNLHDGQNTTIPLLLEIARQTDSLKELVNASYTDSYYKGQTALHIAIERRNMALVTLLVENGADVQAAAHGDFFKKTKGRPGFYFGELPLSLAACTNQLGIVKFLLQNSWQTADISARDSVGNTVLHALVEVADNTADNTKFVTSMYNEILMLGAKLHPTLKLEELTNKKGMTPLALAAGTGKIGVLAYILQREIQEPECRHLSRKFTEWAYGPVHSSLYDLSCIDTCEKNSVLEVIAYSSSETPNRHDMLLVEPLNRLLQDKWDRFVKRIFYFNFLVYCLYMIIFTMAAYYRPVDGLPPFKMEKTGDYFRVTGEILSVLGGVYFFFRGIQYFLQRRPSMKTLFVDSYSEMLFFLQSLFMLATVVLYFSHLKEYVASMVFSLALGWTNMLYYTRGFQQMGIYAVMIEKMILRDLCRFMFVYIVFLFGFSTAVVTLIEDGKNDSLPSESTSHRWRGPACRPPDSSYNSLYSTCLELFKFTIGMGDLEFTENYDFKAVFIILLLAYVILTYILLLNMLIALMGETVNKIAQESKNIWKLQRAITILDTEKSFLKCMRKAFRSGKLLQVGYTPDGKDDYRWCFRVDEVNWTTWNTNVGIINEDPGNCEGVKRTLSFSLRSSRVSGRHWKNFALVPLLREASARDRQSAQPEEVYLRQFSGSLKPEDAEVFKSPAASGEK
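Fluo-8 calcium influx in TRPV1-expressing cells, kinetic read (ex 480/em 520 nm). Compound added and read 3 min for agonist activity, followed by capsaicin at EC20 final and 2 min further read for enhancement.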
A-T KAP1 phos: qHTS Assay for Identifying a Potential Treatment of Ataxia-Telangiectasia | Potency, µM (top dose mostly 57.5 µM), without a hit: top-dose activation, hits mostly activators | […] A-T fibroblasts, KAP-1 phosphorylation AlphaLISA; neocarzinostatin DNA damage 30 min before lysis | 320,000 tested, 0.19% active | AID 485349, 2010; note: potency is the fitted concentration of half-maximal effect; % of control where 0% means no effect; nearly all actives have a fitted effect of over 45% in size
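ATM-like activity read as KAP-1 phosphorylation via AlphaLISA donor/acceptor antibody pairs after lysis and 6 hr at 25C. Cells were ATM-null patient fibroblasts ([…], hTERT), dosed 60 min, then exposed to the DSB inducer NCS for 30 min.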
CXXC DNA block: qHTS Fluorescence Polarization Assay for Inhibitors of MLL CXXC domain - DNA interaction; Potency, µM (top dose mostly 115 µM), for inactives: at the top dose activity change, negative = inhibition, usual class: inhibitors; MLL-CXXC / FITC-HOXA9 DNA fluorescence polarization; 290,000 tested, 0.037% active; Histone-lysine N-methyltransferase 2A (Homo sapiens), Q03164; active = well fitted inhibition curve with a large enough effect in the polarisation, with a control signal flat, not every such curve was filed as active; inconclusive = small, poorly fitted or top-dose-only effect, or effect the other way, or a change in a side signal; inactive = no such curve, though single readings can be large or run the other way; the % refers to the polarisation; note: potency is the fitted concentration of half-maximal effect
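Fluorescence polarization: 7 uM MLL-CXXC (stock) preincubated 5 min with compounds, then 50 nM fluorescein-HOX-A9 DNA (stock) added; 30 min ambient. Buffer 50 mM Tris-HCl pH 7.5, 50 mM NaCl, 1 mM DTT, 0.05% BSA.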
p53 reactivator: qHTS assay for re-activators of p53 using a Luc reporter; H1299 p53-A138V BP100-luciferase reporter, luminescence, 24 h; Potency, µM (highest dose often 92.2 µM), for inactives: top-dose activity change, positive = activation, actives largely listed as activators; 320,000 tested, 0.063% active; AID 504706, 2011; note: potency is the fitted concentration of half-maximal effect; % of control where 0% means no effect; nearly all actives have a fitted effect of over 45% in size
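H1299 (p53-null), stable ts p53-A138V + BP100-Luc; 1000 cells/well, Opti-MEM/10% FBS; cpd 4 pt, 1:5; 24 h, 37 deg C, 5% CO2; detection reagent 10 min RT; luminescence.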
BRCA1 expr act: qHTS Assay to Identify Small Molecule Activators of BRCA1 Expression | MCF7-BRCA1-FFLuc reporter, luminescence, 48 h; response scale: scaled: vehicle 0%, 10 µM genistein 100% | Potency, µM (series often up to 46.1 µM), for inactives: at the top dose activation, usual class: activators | 380,000 tested, 1.1% active | AID 624202, 2012; note: potency is the fitted concentration of half-maximal effect; nearly all actives have a fitted effect of over 80% in size; some results filed as inactive show a strong effect at the top dose
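MCF7-BRCA1-FFLuc, 2000 cells/well; 2 h attach, 37 °C/5% CO2; compound 48 h; luciferase substrate 15 min; luminescence end-point. Norm. to genistein 10 microM max activation and DMSO; concentration-response curves fitted.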
Integrin act MD: qHTS for Activators of Integrin-Mediated Alleviation for Muscular Dystrophy | alpha7betagal myoblasts, beta-gal FDG fluorescence, 48 h | Potency, µM (doses to about 38.3 µM), without a hit: at the top dose activation, hits mostly activators | 350,000 tested, 0.064% active | AID 624291, 2012;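 note: potency is the fitted concentration of half-maximal effect; 100% = response of the positive control SU9516; nearly all actives have a fitted effect of over 60% in size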
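alpha7betagal+/- myoblasts (passage 13, 250/well) treated 48 h at 37C with compounds at 1:260 dilution of DMSO stock. Lysed, then beta-galactosidase activity read as FDG fluorescence (ex 480/em 540) after 30 min, with pre-read for autofluorescence.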
ELG1 repair inh: qHTS screen for small molecules that inhibit ELG1-dependent DNA repair in human embryonic kidney (HEK293T) cells expressing luciferase-tagged ELG1 | HEK293T ELG1-luciferase reporter, luminescence, 16 h; DNA damage induced by 5-fluorouridine | Potency, µM (highest dose often 46.1 µM), inactives show at the top dose activity change, negative = inhibition, hits mostly inhibitors | 330,000 tested, 2.3% active | AID 504467, 2011; note: potency is the fitted concentration of half-maximal effect; % is set by controls: 0 for no effect and ±100 for the full control effect; nearly all actives have a fitted effect of over 55% in size
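DMSO vehicle served as the neutral condition. Each well held 2,000 cells given 5-fluorouridine plus compound; after 16 hr at 37 °C/5% CO2, ONE-Glo was added and luciferase measured 30 min later.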
TCR act: Activators of T cell receptors: qHTS campaign; primary human leukocytes, anti-CD3, IL-2 HTRF, 48 h; 330,000 tested, under 10 active; Potency, µM (titrated, usually from 9.22 µM), inactives show at the top dose activation of IL-2 secretion, usual class: activators; note: % of control where 0% means no effect
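TCR engagement came from a-CD3 beads alone, with compounds added to primary human leukocytes for 48 hr. Secreted IL-2 bridged europium cryptate- and d2-labelled anti-IL-2 antibodies, giving FRET emission at 665nm after 320nm excitation.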
The depositor's hits bear a star; ? = inconclusive; . = no result given; [ ] = remark or other dose. Unless noted, calls come from the whole dose curve; as a rule, active = well fitted curve in the direction sought with a large enough effect; inconclusive = small, poorly fitted or top-dose-only effect, or another doubt; inactive = no such curve, though single readings can be large; an effect the other way counts as inactive or inconclusive.

SMILES	B2AR arrestin	TSG101-PTAP inh	TRPV1 agonist	A-T KAP1 phos	CXXC DNA block	p53 reactivator	BRCA1 expr act	Integrin act MD	ELG1 repair inh	TCR act
Cc1noc(C)c1COc1ccccc1C(=O)NCCc1ccc(Cl)cc1	0.0%	0%	?	8%	.	5%	15%	23%	?	-9%
COc1cccc(C(=O)N(CN2CCCC2=O)c2cc(C)on2)c1	-0.2%	-2%	2	14%	-5%	9%	0%	0%	4%	-4%
CSc1ncccc1C(=O)OCC(=O)NC(C)(C)C	0.0%	-1%	1	8%	16%	5%	-4%	11%	-9%	4%
COc1cccc(-c2noc(C3CCCN(C(=O)c4ccccc4OC)C3)n2)c1 (centres undefined)	0.5%	-1%	5	0%	18%	.	6%	-33%[inhibitor]	?	4%
O=C(CN1CCN(CC(=O)c2ccc(F)cc2)CC1)Nc1ccccc1Cl	-3.5%	-4%	7	-2%	-11%	4%	-26%	-19%	0%	8%
O=C(CCc1ccccc1)N1CCCC1	-0.3%	-3%	0	5%	-4%	8%	13%	-17%	3%	.
COc1ccc(OC)c(S(=O)(=O)NC2CC(=O)N(c3ccc(C)c(C)c3)C2)c1 (centres undefined)	0.1%	-2%	11	15%	.	-5%	-7%	-3%	1%	-2%
Cc1ccc(/C=N/n2c(C)cc(C)c(C#N)c2=O)cc1	0.1%	-3%	3	-3%	-2%	6%	1%	38%	29%	2%[46.1 µM]
CCC(C(=O)NCCCN(CC)Cc1ccccc1)n1nc(C)c2sc3ccccc3c2c1=O (centres undefined)	-0.5%	1%	8	-7%	-5%	-6%	20%	-23%	-4%	-1%
CCOC(=O)CN(C(=O)c1snc(C(N)=O)c1N)C(C(=O)NCCC(C)C)c1ccc(F)cc1 (centres undefined)	-0.1%	-1%	?	-1%	-2%	5%	2%	?	4%	-1%
O=C(NCc1ccccc1)c1ccc(CS(=O)Cc2ccc(Cl)cc2)o1 (centres undefined)	0.0%	-5%	-2	5%	8%	-12%	10%	?	-7%	-15%
O=C(NCc1ccccc1)C(=O)NCC1COc2ccccc2O1 (centres undefined)	0.9%	-6%	6	-4%	-1%	20%	-31%	-26%	-7%	-3%[46.1 µM]
Cc1cc(NC(=O)C2C3C(=O)N(Cc4ccc(Cl)cc4)C(C(=O)NC4CCCCC4)C34C=CC2(C)O4)no1 (centres undefined)	5.2%	0%	-1	-2%	2%	-4%	-15%	-2%	22%	-2%
O=S(=O)(c1ccc2ccccc2c1)N1CCN(Cc2ccccn2)CC1	-0.6%	-2%	-4	8%	14%	-5%	0%	-14%	-9%	3%
CCOC(=O)Nc1ccc(=O)n(Cc2c(Cl)cccc2Cl)c1	-0.2%	-1%	.	-2%	0%	-3%	3%[1.84 µM]	11%	19%	4%
CCn1c(COc2ccccc2Cl)nnc1SCC(=O)Nc1ncccc1C	0.1%	-5%	1	-1%	-9%	6%	-22%	-10%	2%	-1%[46.1 µM]
O=c1[nH]c2ccccc2nc1NCc1ccccc1	-1.5%	-2%	9	0%	-1%	.	48%	26%	?	3%
Cc1ccc(C(=O)NC(C)c2ccc3c(c2)OCO3)s1 (centres undefined)	0.2%	-4%	22	-1%	-11%	3%	-6%	3%	-7%	-3%
CC(=O)N[C@@H](Cc1c[nH]c2ccccc12)C(=O)OCC(=O)Nc1ccc(Cl)c(S(=O)(=O)N(C)C)c1	0.1%	-1%	-2	17%	10%	-1%	-13%	?	3%	-2%
Cc1cccc(C)c1NC(=O)C(c1ccc([N+](=O)[O-])cc1)N1CCCCC1 (centres undefined)	0.2%	-10%	2	-5%	-3%	6%	2%	22%	-19%	.
COCCCNC(=O)CCN1C(=O)COc2ccccc21	-0.4%	-10%	-2	7%	-5%	2%	2%	-8%	0%	-3%
Cc1cc(N2CCOCC2)ccc1/C=C1\SC(=O)N(C(C)C)C1=O	-0.3%	-3%	7	-1%	-3%	15%	?	-12%	?	4%
COc1cccc(N2CCN(S(=O)(=O)c3ccc4ccccc4c3)CC2)c1	11%	-1%	-1	0%	.	-2%	-33%	2%	-14%	-5%
CCOC(=O)Cc1csc(NC(=O)c2ccc3ccccc3n2)n1	0.4%	-3%	12	1%	-7%	5%	-2%	0%	28%	2%
CCCOc1ccc(N2C(=O)CC(N3CCN(c4ccccc4F)CC3)C2=O)cc1 (centres undefined)	0.2%	-10%	1	3%	-9%	-9%	-1%	4%	-4%	1%
Cc1cc(-c2ccccc2)c2c(n1)sc1c(O)cc(=O)[nH]c12	-0.1%	-4%	3	-3%	-2%	0%	-12%	-10%	6%	3%
Cc1cc(Cl)ccc1OCCCC(=O)NN	0.1%	1%	?	1%	-14%	-6%	-8%	-8%	-8%	6%
CCOC(=O)C1CCN(C(=O)c2ccccc2NC(=O)c2ccc(Cl)cc2)CC1	-0.2%	1%	4	4%	5%	-1%	-2%	3%	-15%	-2%[46.1 µM]
Oc1ccc2ccccc2c1CNc1ccccc1	.	-2%	.	.	.	.	-17%	0%	.	-2%
COc1ccc(-c2nn3c(-c4ccccc4)nnc3s2)cc1OC	0.3%	-13%	1	12%	11%	0%	-2%	-17%[7.66 µM]	?	.
COc1ccc(-c2nc3cc(NC(=O)Cc4ccc(OC)c(OC)c4)ccc3o2)cc1	3.7%	0%	?	10%	5%	5%	-58%	1%	?	2%
Cc1nnc(C)n1/N=C/c1ccc(O)cc1	-0.2%	-5%	-3	3%	-6%	-9%	13%	1%	27%	-1%
Cc1ccc(-c2csc(Nc3ccc(S(N)(=O)=O)cc3)n2)o1	-0.4%	0%	3	0%	5%	-4%	?	-14%	-18%	-4%
CCn1c2c(c(C)cc1=O)C(=O)CC(C)(C)C2	1.3%	1%	0	-9%	2%	-1%	-24%	-7%	?	2%[46.1 µM]
COc1ccc(C)cc1NC(=O)CCNC(=O)c1ccco1	0.0%	-1%	-4	12%	-2%	-6%	-9%	1%	26%	1%
CCN(CC)C(=O)CSc1nc(O)c(Cc2ccccc2)c(=O)n1-c1ccccc1C	-0.1%	0%	-4	1%	-5%	-4%	-23%	?	13%	12%
Cc1nc(N)nc(SCc2ccc([N+](=O)[O-])cc2)c1N	0.1%	-2%	-5	-6%	4%	7%	-7%	-12%	?	6%
O=C(O)c1cc(S(=O)(=O)N2CCOCC2)c(Sc2ccccn2)cc1Sc1ccccn1	-0.4%	0%	0	-3%	-7%	4%	12%	-14%	-2%	-2%
CC(C)CCN1CCC(n2nccc2NC(=O)c2ccc3c(c2)OCO3)CC1	-1.0%	0%	-1	2%	-2%	-1%	7%	-14%	?	-3%
COC(=O)C1(O)CC(C(C)C)=NN1C(=O)c1ccc(Cl)cc1 (centres undefined)	-0.2%	-6%	.	-2%	-1%	-5%	12%	7%	-4%	.
O=C(NCc1cccs1)C1CCN(c2ccc(S(=O)(=O)N3CCOCC3)cc2Cl)CC1	-0.4%	0%	-5	-3%	-10%	?	-72%	-24%	18µM*	2%
CCOCC(=O)Nc1nnc(COCC)s1	0.2%	-2%	-4	3%	2%	4%	-17%	22%	5%	-8%
CCNC(=S)N/N=C/c1ccc(OCC(=O)Nc2ccc(C)cc2)cc1	-0.3%	-3%	-2	0%	31%[activator]	-4%	-35%	-8%	?	-3%
O=C(CSc1nnc(COc2ccc(Cl)cc2)o1)N1CCOCC1	-0.1%	1%	23	0%	4%	-1%	-1%	130%	2%	6%
C=CCN(C(=O)c1csnn1)C(C(=O)NCc1ccc(F)cc1)c1sccc1C (centres undefined)	-0.6%	0%	8	-2%	9%	-3%	-27%	0%	-5%	-1%
O=C(c1ccccc1[N+](=O)[O-])n1cnc2ccccc21	-0.3%	-2%	-1	5%	-5%	5%	2%	6%	5%	-9%
O=S(=O)(c1ccc(Cl)cc1)N(CCCN1CCOCC1)Cc1cccs1	-0.6%	-4%	22	3%	-3%	-1%	2%	0%	-4%	-3%

Two entries drawn at random from the list so far, as already listed:
SMILES	B2AR arrestin	TSG101-PTAP inh	TRPV1 agonist	A-T KAP1 phos	CXXC DNA block	p53 reactivator	BRCA1 expr act	Integrin act MD	ELG1 repair inh	TCR act
O=C(CSc1nnc(COc2ccc(Cl)cc2)o1)N1CCOCC1	-0.1%	1%	23	0%	4%	-1%	-1%	130%	2%	6%
CCOCC(=O)Nc1nnc(COCC)s1	0.2%	-2%	-4	3%	2%	4%	-17%	22%	5%	-8%
